EPAC2 ag: agonists of human EPAC2 (RAPGEF4) | AID 720711 | Q8WZA2 | EPAC2 activation, biochemical qHTS; response scale: 100% = 6.5 mM cAMP response | Potency, µM (series often up to 154 µM), for inactives: top-dose activation, most hits filed as activators | actives 0.079% (n = 360,000); note: potency is the fitted concentration of half-maximal effect; nearly all actives have a fitted effect of over 50% in size
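Readout is BODIPY fluorescence (480 nm excitation, 540 nm emission), which falls as labeled GDP is exchanged off Rap1B. EPAC2 at 100 nM acted on 250 nM RAP1B-BODIPY-GDP with 50 uM GDP present.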
Nrf2 activator: Nrf2 pathway activation. AREc32 ARE-luciferase reporter (MCF7-derived line), luminescence, 24 h. Potency, µM (doses to about 46.1 µM), for inactives: at the top dose activation, actives largely listed as activators. actives 0.31% (n = 410,000). AID 624171; note: potency is the fitted concentration of half-maximal effect; % of control where 0% means no effect; nearly all actives have a fitted effect of over 65% in size
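Each well held 1000 AREc32 cells, which were incubated with compound for 24 hr at 37 deg C after overnight attachment, and ARE reporter activity was quantified by firefly luciferase luminescence.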
HepG2 tox: kills HepG2 cells in TGF-b inhibitor counter-screen; AID 588856; actives 0.76% (n = 410,000); HepG2 CAGA-GFP viability, ATP luminescence, 18 h; Potency, µM (titrated, usually from 46.1 µM), without a hit: at the highest dose activity change, negative = cytotoxicity, usual class: cytotoxic; note: potency is the fitted concentration of half-maximal effect; some results filed as inactive show a strong effect at the top dose
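HepG2 CAGA-GFP cells (1000/well, DMEM with 1% FBS) received compound, then TGF-beta at 500 pg/mL final, and were incubated 18 hours at 37 degrees C. Viability was read by CellTiter-Glo luminescence. Media-only wells were set as complete cell-killing and DMSO as no toxicity.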
IL-2 act: activates IL-2 in a cell-based reporter assay | AID 652025 | activation, % (series mostly up to about 46 µM) | IL-2 activation reporter assay, cell-based qHTS; stimulated with anti-CD3/CD4/CD28 beads; in transgenic mouse T cells | actives 0.065% (n = 360,000); in the data active = activation above about 50%; inconclusive = mostly about 30% to 49%; note: 0% is about no effect
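Readout is EGFP and DsRed signal by fluorescent plate cytometry after 18 h at 37 degrees C. Transgenic mouse T cells (750/well) received compound for 60 min before bead stimulation (anti-CD3, anti-CD4, anti-CD28); memory T cells served as non-tolerant control.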
ATXN viability: reduces viability in counter-screen for ATXN expression inhibitors | S2 cells (HEK-293 line with an ATXN2-luciferase reporter) viability, CellTiter-Fluor protease fluorescence, 24 h | Potency, µM (series often up to 56.7 µM), hits mostly cytotoxic | actives 0.49% (n = 400,000) | AID 651635; note: potency is the fitted concentration of half-maximal effect; nearly all actives have a fitted effect of over 40% in size
A549 viability: counter-screen for Nrf2 inhibitors: cytotoxicity in A549 cells; A549 ARE-Fluc cells, CellTiter-Fluor viability, 18-24 h; Potency, µM (series often up to 46 µM), for the others: at the highest dose activity change, negative = cytotoxicity, usual class: inhibitors; actives 0.16% (n = 390,000); note: potency is the fitted concentration of half-maximal effect; % is set by controls: 0 for no effect and ±100 for the full control effect
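A549 ARE_Fluc cells in 5% FBS OPTI-MEM were exposed to compounds in concentration-response for 18-24 h at 37 deg C. Viability was read by CellTiter-Fluor fluorescence (Ex 405/Em 525) after 30 min, before the luciferase read.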
ATXN2 expr inh: ATXN2 expression inhibition | actives 0.72% (n = 360,000) | HEK-293 ATXN2-luciferase reporter, luminescence, 24 h | Potency, µM (titrated, usually from 57 µM), without a hit: top-dose activity change, negative = inhibition, most hits filed as inhibitors; note: potency is the fitted concentration of half-maximal effect; % is set by controls: 0 for no effect and ±100 for the full control effect; nearly all actives have a fitted effect of over 55% in size
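ATXN2-luciferase reporter cells (luciferase flanked by upstream and downstream ATXN2 gene portions) were treated 24 h at 37 °C with compounds at up to 57 uM. SteadyGlo luminescence gave expression; GF-AFC fluorescence gave viability.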
Nrf2 inh: inhibitors of Nrf2 signaling | A549 ARE-Fluc reporter, luciferase luminescence, 18-24 h | Potency, µM (top dose mostly 46 µM), for the others: at the highest dose activity change, negative = inhibition, most hits filed as inhibitors | actives 2.1% (n = 360,000); note: potency is the fitted concentration of half-maximal effect; % is set by controls: 0 for no effect and ±100 for the full control effect; nearly all actives have a fitted effect of over 60% in size
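A549 ARE_Fluc cells, 5000/well, 5% FBS OPTI-MEM; compounds in dose-response, 18-24 h at 37 °C/5% CO2; CellTiter-Fluor viability read (Ex 405/Em 525), then BugLite luciferase luminescence = Nrf2 activity.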
TGFb inhibitor: blocks TGF-b signaling. HepG2 CAGA-GFP TGF-b/SMAD3 reporter, GFP fluorescence, 18 h; TGF-beta stimulated, 500 pg/mL final. Potency, µM (top dose mostly 46.1 µM), without a hit: top-dose activity, negative = inhibition, usual class: inhibitors. AID 588855. actives 1.2% (n = 410,000); note: potency is the fitted concentration of half-maximal effect; % is set by controls: 0 for no effect and ±100 for the full control effect; nearly all actives have a fitted effect of over 65% in size
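Read-out: total well GFP (ex488/em500-530) summed from mean per-cell fluorescence. Cells: HEPG2 CAGA-GFP, 1% FBS DMEM, 18 h at 37 degrees C with 500 pg/mL final TGF-beta. Unstimulated wells served as the full-inhibition control; stimulated DMSO wells = 0%.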
Numbers without * were called inactive; i = inactive; u = inconclusive; x = not tested or not shown; ! = not confirmed by another sample; [ ] = dose if it differs, or a comment. Unless noted, calls come from the whole dose curve; as a rule, active = well fitted curve in the direction sought with a large enough effect; inconclusive = small, poorly fitted or top-dose-only effect, or another doubt; inactive = no such curve, though single readings can be large; an effect the other way counts as inactive or inconclusive.

Compound | TGFb inhibitor | ATXN2 expr inh | IL-2 act | Nrf2 inh | EPAC2 ag | HepG2 tox | A549 viability | Nrf2 activator | ATXN viability
Cc1c(C(=O)N(C)Cc2ccc(F)cc2)sc(=O)n1Cc1ccccc1C#N | -17.1% | -1.5% | -0.1 | x | 2.3% | -11.7% | x | -1.1% | u
CCc1nc2c(OCc3ccccc3C)cccn2c1N(C)C(=O)c1ccco1 | -10.5% | u | -0.6 | x | 13.4% | -31.2% | x | 1.1% | i
O=C(NNS(=O)(=O)c1ccc(F)cc1)c1sccc1-n1cccc1 | -4.9% | 4.3% | 1.2 | -10.1% | 14.7% | -1.4% | 3.1% | -0.7% | i
O=C(c1ccc(Cl)c(S(=O)(=O)N2CCCCC2)c1)N1CCN(c2ccccc2)CC1 | u | -25.6% | -2.7 | 23.1µM* | 4.4% | 5.7% | -18.0% | -0.6% | i
Cc1ccccc1NC(=O)COC(=O)c1ccc(S(C)(=O)=O)c([N+](=O)[O-])c1 | 7.94µM* | -19.1% | -2.2 | u | 9.2% | 10µM*! | u | -3.2% | i
COCC(=O)N(C)c1nnc(-c2ccc([N+](=O)[O-])cc2)s1 | 19.5% | 8.7% | -1.1 | 7.4% | 7.6% | 1.8% | 2.7% | 0.4% | i
COc1ccc(S(=O)(=O)NCCCc2ccccc2)cc1 | -20.0% | x | -0.2 | -10.8% | 6.2% | -9.1% | -14.0% | 0.2% | i
CCOc1ccccc1C(=O)N1CCC(n2nnc3cc(C)ccc32)CC1 | -16.8% | -17.4% | -2.5 | -16.1% | 2.5% | -7.7% | -3.2% | -0.1% | i
Cc1cc(/C=C2\NC(=S)N(C)C2=O)ccc1N1CCCC1 | 97.9%[activator] | 71.2%[activator] | 5.8 | u | 17.0% | -20.8% | -6.5% | 2.4% | i
CC(Oc1cccc(Cl)c1)C(=O)NCc1ccc(S(N)(=O)=O)cc1 (centres undefined) | 4.8% | x | -1.0 | -3.2% | 0.5% | 11.1% | -11.5% | -1.1% | i
CCCCn1c(N)c(N(CC(C)C)C(=O)C2CC(=O)N(c3ccc4c(c3)OCCO4)C2)c(=O)[nH]c1=O (centres undefined) | 0.2% | 6.7% | 1.5 | 0.5% | 1.3% | -22.5% | 0.0% | -0.2% | i
CC1CC(C)CN(S(=O)(=O)c2ccc3c(c2)oc(=O)n3CC(=O)NCCCOC(C)C)C1 (centres undefined) | 9.0% | x | -0.1 | -3.1% | 6.9% | -1.4% | 0.3% | -0.8% | i
NS(=O)(=O)c1ccc(CCNC(=O)CN2CCN(c3ccc(F)cc3)CC2)cc1 | u | -12.9% | -3.6 | 16.4µM* | 8.4% | 0.9% | -10.6% | -0.3% | u
COc1ccc(-c2nc(CS(=O)(=O)CC(=O)NCc3ccc(F)cc3)c(C)o2)cc1 | 9.7% | -1.2% | -1.4 | 6.0% | -7.0% | 0.0% | -11.7% | -0.1% | i
Cc1ccc(C(=O)NCc2cccnc2)o1 | -10.9% | 1.3% | 1.4 | -4.7% | 8.6% | -1.8% | -2.1% | -0.3% | i
COc1ccc(Nc2nnc(SCC(=O)NC(=O)Nc3ccc4c(c3)OCCO4)s2)cc1 | u | x | -0.6 | u | 9.9% | 1.2% | u | 1.7% | u
O=C1CC(c2ccccc2)Oc2cc(O)ccc21 (centres undefined) | 0.0% | 33.0% | 0.8 | -11.8% | 8.8% | -19.4% | 7.8% | 10.7% | i
Cc1cccc(N(C(=O)c2nsc(Cl)c2Cl)C(C(=O)NC2CCCC2)c2ccc(O)cc2)c1 (centres undefined) | 3.1% | -10.7% | -3.2 | u | 0.5% | 1.6% | -5.7% | 3.1% | i
COc1ccc(NC(=O)C2CCN(c3nc(-c4ccc(OC)cc4)no3)CC2)cc1 | -9.8% | -9.1% | -0.1 | -7.7% | 10.6% | -4.5% | -0.7% | -1.6% | i
CCOc1nc(NC(=O)NS(=O)(=O)Oc2cccc(F)c2)nc(-c2ccccc2)n1 | 31.6% | 51.0%[activator] | x | 21.2% | x | -2.5% | -4.3% | 4.1% | i
COCCNC(=O)c1c(N)n(/N=C/c2ccc(F)cc2)c2nc3ccccc3nc12 | -0.5% | x | 1.4 | -12.9% | -11.1% | -3.3% | -1.0% | -0.5% | i
CCOP(=O)(C1=C(O)C(=O)C(C(C)(C)C)=CC1=O)c1ccccc1 (centres undefined) | 1.2% | 3.2% | -3.7 | -1.3% | -9.6% | -2.5% | -7.2% | -0.2% | i
CCn1c(=N)c(C(=O)NCc2ccccc2)cc2c(=O)n3cccc(C)c3nc21 | u | 9.5% | x | 4.3% | x | 8.3% | 6.1% | -1.1% | x
CCCC(C(=O)NC1CCCC1)N(CCCN1CCOCC1)C(=O)c1snc(C(N)=O)c1N (centres undefined) | -24.5% | 2.2% | -4.9 | 3.8% | 9.8% | -12.8% | -2.0% | -0.3% | i
COc1ccc2nc(NC(=O)C3CCN(S(=O)(=O)c4cnc[nH]4)CC3)sc2c1 | 2.2% | -6.1% | -1.3 | -5.9% | 0.3% | -22.4% | -11.8% | -0.3% | i
CCN(C(=O)CCc1nc(-c2ccc(OC)cc2)no1)c1cc(OC)ccc1OC | u | u | -1.2 | x | 6.2% | -27.7% | -0.5% | 0.2% | u
Cc1c(C(O)CN2CCN(Cc3ccc4c(c3)OCO4)CC2)c2ccccc2n1C (centres undefined) | u | -25.5% | -3.1 | 4.8% | 10.2% | -29.5% | -12.9% | 16.0% | i
COc1ccc(C(=O)N2CCCC(CCC(=O)NCc3ccccc3F)C2)c(OC)n1 (centres undefined) | -1.8% | 4.9% | -3.0 | u | -3.6% | -4.5% | 9.4% | 2.1% | i
O=C(COc1cccnc1[N+](=O)[O-])NCCc1ccc(Cl)cc1 | -2.5% | -1.6% | -1.4 | -9.3% | 7.2% | -4.0% | -3.0% | 0.6% | i
COc1cc(-c2nc(S(=O)(=O)c3ccc(Cl)cc3)c(N3CCOCC3)o2)cc(OC)c1OC | 5.3% | -9.3% | 0.5 | -28.2% | -1.6% | 0.0% | -18.9% | 2.0% | i
CN(C)CCCNCCNC(=O)/C=N\O | 0.1% | 2.5% | -2.2 | 0.6% | 5.9% | -1.0% | -1.1% | -0.9% | i
Cc1ccc(NC(=O)C(c2ccccc2)N2Cc3ccccc3C2=O)cc1Cl (centres undefined) | u | x | x | 26.8% | x | 4.2% | 0.9% | -0.5% | x
COc1ccccc1N1C(=O)CC(Sc2ncccc2C(=O)O)C1=O (centres undefined) | 7.4% | -15.1% | 0.2 | x | 5.9% | 10.9% | -2.9% | 0.1% | i
CC(CC(=O)C1C(C)C=CCC1(C)C)NNC(N)=O (centres undefined) | 29.6% | 1.4% | 0.3 | -10.8% | -0.3% | 6.8% | 0.2% | -0.1% | i
CS(=O)(=O)N1CCCC(C(=O)Nc2ccccc2)C1 (centres undefined) | 14.3% | -3.6% | -0.6 | 10.9% | -3.0% | -3.8% | 2.2% | 1.9% | i
CC(C)OC(=O)CSc1nc(N)c(C#N)c(-c2cccs2)c1C#N | -20.1% | -20.7% | -1.7 | -30.7% | -4.0% | -30.2% | -5.1% | 6.0% | i
CCc1ccccc1NC(=O)C(=O)NCCc1sc(-c2cccc(F)c2)nc1C | -2.8% | 11.7% | x | x | x | 3.1% | -0.1% | -0.6% | i
CCCCCC(=O)N1C[C@H](O)[C@@H](n2cc(-c3ccc(F)cc3)nn2)C[C@@H]1c1ccc(Cl)cc1 | u | u | -3.3 | x | 4.0% | -35.6% | x | 0.0% | u
Cc1ccsc1C(=O)OCC(=O)NCc1ccc(Cl)cc1 | -9.4% | -7.9% | 0.5 | -0.4% | 2.0% | -18.2% | 7.5% | 0.7% | i
COc1ccc(NC(=O)c2cc(S(=O)(=O)N3CCCCCC3)cn2C)cc1Cl | -2.4% | 2.3% | x | x | x | -18.1% | 11.4% | -1.2% | i
COC(=O)[C@]1(Cc2ccccc2)N[C@H](CN(C)C(=O)NC(C)C)[C@@H]2C(=O)N(C)C(=O)[C@@H]21 | 26.5% | 8.4% | 1.0 | 3.8% | 7.9% | 5.4% | -1.5% | 0.0% | i
O=C(NNS(=O)(=O)c1cccc(Cl)c1Cl)c1cccc(S(=O)(=O)N2CCOCC2)c1 | 0.0% | 0.6% | -0.9 | -23.8% | 11.1% | -11.8% | 9.8% | 0.2% | i
O=C(c1ccc(Cl)c(Cl)c1)N1CCC(=O)N(C(COCc2ccccc2)Cc2ccccc2)CC1 (centres undefined) | u | u | -0.6 | u | 5.5% | -45.2% | u | 0.5% | u
CCC(C)(C)NC(=O)C(c1ccc(OC)cc1)N(Cc1ccco1)C(=O)CCC(=O)Nc1cc(C)on1 (centres undefined) | -2.2% | -5.5% | -3.4 | 9.1% | 7.9% | -4.6% | 4.1% | -0.1% | i
CCCCN(CCCC)S(=O)(=O)c1ccc(N2CCCC2=O)c([N+](=O)[O-])c1 | 1.8% | -10.9% | 0.3 | -16.0% | -27.6% | -15.6% | -0.2% | -0.9% | i
O=C(CSc1nnnn1-c1ccccc1)Nc1ccc(N2CCOCC2)cc1 | 58.3%[activator] | 26.7% | 0.5 | -20.6% | 19.8% | 0.0% | 3.8% | 0.1% | i

Of the compounds above, these contain a cyano group:
Compound | TGFb inhibitor | ATXN2 expr inh | IL-2 act | Nrf2 inh | EPAC2 ag | HepG2 tox | A549 viability | Nrf2 activator | ATXN viability
Cc1c(C(=O)N(C)Cc2ccc(F)cc2)sc(=O)n1Cc1ccccc1C#N | -17.1% | -1.5% | -0.1 | x | 2.3% | -11.7% | x | -1.1% | u
CC(C)OC(=O)CSc1nc(N)c(C#N)c(-c2cccs2)c1C#N | -20.1% | -20.7% | -1.7 | -30.7% | -4.0% | -30.2% | -5.1% | 6.0% | i

No enrichment for hits (roughly 4.3% active in at least one column).
